AHR activator: activates the human aryl hydrocarbon receptor | 320,000 compounds, 2.5% hits | P35869 | activation, % at 5 µM | AHR-responsive luciferase reporter cells, luminescence; in the data active means activation above about 47%;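 further: 0% = vehicle wells and 100% = reference agonist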
Target sequence (P35869 whole entry, looked up): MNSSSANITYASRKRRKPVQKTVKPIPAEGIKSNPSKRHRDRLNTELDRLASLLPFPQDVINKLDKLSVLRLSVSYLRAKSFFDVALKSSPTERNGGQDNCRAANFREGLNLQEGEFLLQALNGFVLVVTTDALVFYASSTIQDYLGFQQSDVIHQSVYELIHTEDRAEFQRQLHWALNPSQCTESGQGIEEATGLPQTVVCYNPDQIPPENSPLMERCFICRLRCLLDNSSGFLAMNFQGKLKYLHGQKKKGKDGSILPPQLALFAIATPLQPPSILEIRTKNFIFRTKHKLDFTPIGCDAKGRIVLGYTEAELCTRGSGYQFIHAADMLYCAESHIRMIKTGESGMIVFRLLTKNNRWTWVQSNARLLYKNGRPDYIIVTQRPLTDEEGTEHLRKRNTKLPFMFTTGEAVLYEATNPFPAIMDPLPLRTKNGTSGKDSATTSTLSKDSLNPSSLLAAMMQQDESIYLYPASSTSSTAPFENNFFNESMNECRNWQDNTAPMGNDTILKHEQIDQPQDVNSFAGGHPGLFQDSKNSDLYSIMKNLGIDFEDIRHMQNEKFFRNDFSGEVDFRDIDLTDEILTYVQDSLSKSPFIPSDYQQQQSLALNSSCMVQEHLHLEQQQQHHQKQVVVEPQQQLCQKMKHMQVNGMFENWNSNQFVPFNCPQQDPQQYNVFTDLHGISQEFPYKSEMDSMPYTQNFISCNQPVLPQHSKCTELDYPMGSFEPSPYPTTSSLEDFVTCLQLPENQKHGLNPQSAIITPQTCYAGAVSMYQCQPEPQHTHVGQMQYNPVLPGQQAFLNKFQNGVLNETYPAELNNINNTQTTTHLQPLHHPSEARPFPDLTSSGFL
CIT2 TOR yeast: yeast TOR pathway CIT2-GFP modulation; S. cerevisiae CIT2-GFP strain, flow cytometry, 3 h; 100 means same as DMSO wells; GFP response vs DMSO, % at 10 µM; AID 2029; 320,000 compounds, 0.065% hits;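 active means GFP response relative to DMSO above a set limit, near the screen mean plus 3 SD, cut at about 150% in these data; inconclusive means Fewer than 70 cells measured for a yeast strain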;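 further: ratio of well median GFP fluorescence to mean of DMSO wells on the plate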
LAP4 TOR yeast: modulators of TOR pathway LAP4-GFP in S. cerevisiae. S. cerevisiae LAP4-GFP multiplex, flow cytometry GFP, 3 h; median GFP as percent of DMSO wells. GFP response vs DMSO, % at 10 µM. 320,000 compounds, 0.34% hits;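 active means GFP response vs DMSO above a set limit, about the screen mean plus 3 SD, cut at about 150% in these data; inconclusive means under 70 cell events counted for the yeast strain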
AGP1-GFP MLPCN: modulators of TOR pathway AGP1-GFP in S. cerevisiae. GFP response vs DMSO, % at 10 µM. AID 2066. 320,000 compounds, 0.02% hits. S. cerevisiae AGP1-GFP multiplex flow cytometry, 3 h; GFP as percent of DMSO wells;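 active means GFP response relative to DMSO above a set limit, near screen average plus 3 SD, cut at about 150% in these data; inconclusive means fewer than 70 cells counted for the yeast strain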;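 further: median GFP channel fluorescence of the gated AGP1 strain per well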
RPL19A TOR yeast: alters RPL19A-GFP fluorescence in TOR pathway yeast screen | S. cerevisiae RPL19A-GFP strain, flow cytometry, 3 h; hits give low values | percent response vs DMSO, % at 10 µM | 330,000 compounds, 0.3% hits;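 active means percent response vs DMSO below 50%; inconclusive means fewer than 70 events counted for the yeast strain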;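 further: median channel GFP fluorescence of the barcoded RPL19A-GFP strain; ratio of sample median GFP to plate DMSO average so 100% = DMSO; lower means less RPL19A-GFP as with rapamycin TOR inhibition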
proCasp7 act: activates human procaspase-7, counter-screen for procaspase-3 activators; recombinant procaspase-7, Ac-DEVD-pNA absorbance 405 nm; D23A/D198A/D206A triple mutant, cannot self-cleave; scale: DMSO 0, 5 µM enzyme 100; AID 463210; 330,000 compounds, 0.093% hits; P55210; activation, % at 8.5 µM;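 active means percent activation above the screen-wide mean plus 3 SD, cut at about 25% in these data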
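System: Uncleavable procaspase-7 mutant enzyme; Amount: 2 µM procaspase-7 mutant as dispensed; Schedule: 1 h compound preincubation, 2 h substrate cleavage, 25 °C; Measured by: 405 nm absorbance of p-nitroaniline; Evaluation: percent activation from buffer-corrected 0–120 min absorbance change; Control set: low DMSO alone, high DMSO plus 5 µM PC-7.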
proCasp3 act: procaspase-3 (human) activation; P42574; recombinant procaspase-3 D3A, Ac-DEVD-pNA absorbance 405 nm; activation, % at 8.5 µM; 330,000 compounds, 0.11% hits;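 active means activation above the mean of all tested compounds plus 3 SD, cut at about 21% in these data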;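 further: 0% = DMSO alone and 100% = DMSO wells spiked with extra 5 µM PC-3 D3A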
Target sequence (P42574 whole entry D9A/D28A/D175A): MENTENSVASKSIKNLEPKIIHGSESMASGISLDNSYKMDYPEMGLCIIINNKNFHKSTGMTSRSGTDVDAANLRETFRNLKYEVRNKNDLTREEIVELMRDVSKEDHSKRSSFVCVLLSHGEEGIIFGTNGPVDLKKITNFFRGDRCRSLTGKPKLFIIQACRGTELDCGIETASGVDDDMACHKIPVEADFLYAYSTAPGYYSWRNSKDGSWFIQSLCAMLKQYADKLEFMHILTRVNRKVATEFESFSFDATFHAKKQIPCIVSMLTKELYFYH
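assay system = Procaspase-3 D3A mutant | signal = absorbance at 405 nm, 0 and 120 min | times = 1 h preincubation plus 2 h reaction at 25 °C | repeats = single replicate | read-out = % activation between DMSO and enzyme-spiked controls | medium = Zinc-free HEPES saline buffer with Triton X-100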
MEP2 TOR yeast: yeast TOR pathway MEP2-GFP modulation; AID 2016; S. cerevisiae MEP2-GFP strain, flow cytometry GFP, 3 h; 100% = DMSO control level; 330,000 compounds, 0.51% hits; GFP response vs DMSO, % at 10 µM;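 active means GFP response versus DMSO above a set limit, roughly screen mean plus 3 SD, cut at about 180% in these data; inconclusive means fewer than 70 cells counted for a yeast strain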;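 further: median GFP fluorescence of the barcode-gated MEP2-GFP cells per well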
Active calls of the source: *; ? = inconclusive; . = not tested or not shown.

SMILES	AHR activator	CIT2 TOR yeast	LAP4 TOR yeast	AGP1-GFP MLPCN	RPL19A TOR yeast	proCasp7 act	proCasp3 act	MEP2 TOR yeast
O=C(CSc1nc2c(c(C(F)(F)F)n1)CCc1ccccc1-2)NCc1ccc(F)cc1	2	113	113	103	103	-8	-7	107
CC(C)COc1ccccc1C(=O)NC(CO)C(=O)O (stereo unspecified)	-1	103	88	98	100	0	5	96
O=C(CSc1nc2c(sc3ccccc32)c(=O)n1CCCN1CCCC1)NCC1CCCO1 (stereo unspecified)	1	100	94	102	97	-1	-4	96
CCCc1cnc(NCCNCC(O)COc2ccc(Cl)c(Cl)c2)nc1 (stereo unspecified)	-3	108	121	122	101	5	4	101
COc1cccc(C(=O)NC2CCN(CC(=O)Nc3nccs3)CC2)c1	0	109	98	102	100	-11	-2	104
O=C(Nc1ccc2c(c1)CCC2)c1cc(S(=O)(=O)N2CCN(c3ccccc3)CC2)ccc1Cl	7	75	90	93	93	5	8	95
CCCCN(C(=O)CCC(=O)OCC(=O)NCc1ccccc1)c1c(N)n(CCC)c(=O)[nH]c1=O	1	85	91	89	92	-13	2	92
COc1ccc(C(=O)NC(=S)Nc2cccnc2)cc1Cl	4	?	?	?	?	-2	0	?
COCCCNC(=S)NNC(=O)c1ccc(C(C)(C)C)cc1	2	107	109	100	98	-3	2	102
CC(=O)Nc1ccc(S(=O)(=O)c2cc(O)ccc2O)cc1	.	98	97	102	106	.	.	103
O=C(COC(=O)CCc1ccccc1)NCc1ccccc1	-1	92	95	94	92	-1	2	95
O=c1[nH]c(=O)n(-c2cc(Br)c(O)c(Br)c2)cc1Br	-2	104	98	96	101	5	5	101
N#Cc1ccccc1S(=O)(=O)N1CCN(CC(=O)NC(=O)NC2CCCCC2)CC1	1	96	118	115	101	4	-2	103
O=C(CN1CCC(Cc2ccccc2)CC1)NCCc1ccc(F)cc1	-3	97	100	103	99	9	-6	96
CC1Cc2ccccc2N1C(=O)CCNS(=O)(=O)c1cccc2nsnc12 (stereo unspecified)	8	104	95	102	99	-9	-2	100
Nc1c2c(nc3c1CCC3)CCCC2	0	108	110	97	104	3	12	95
Cc1ccc(C)c(NC(=O)C2C3CCCC2C3c2ccccc2)c1 (stereo unspecified)	3	106	109	99	98	10	2	99
COc1ccc(C2/C=C\CN(C(=O)Oc3ccc(C(F)(F)F)cc3)CC(=O)N2Cc2ccc(F)cc2)cc1 (stereo unspecified)	2	94	93	95	96	6	-5	99
COc1ccccc1C(=O)NC(=S)/C=C1/N(C)c2ccccc2C1(C)C	81*	91	111	104	107	-9	-5	112
COc1ccc(NC(=O)c2cc3sccc3n2Cc2ccc(F)cc2)cc1OC	11	93	98	94	92	4	0	86

As entered above:
COc1ccc(C(=O)NC(=S)Nc2cccnc2)cc1Cl in proCasp7 act has -2
Nc1c2c(nc3c1CCC3)CCCC2 in RPL19A TOR yeast has 104
CC(=O)Nc1ccc(S(=O)(=O)c2cc(O)ccc2O)cc1 in RPL19A TOR yeast has 106

Continued:
SMILES	AHR activator	CIT2 TOR yeast	LAP4 TOR yeast	AGP1-GFP MLPCN	RPL19A TOR yeast	proCasp7 act	proCasp3 act	MEP2 TOR yeast
CSc1ccccc1OCc1cc(C(=O)N2CCN(C)C(c3ccccc3)C2)no1 (stereo unspecified)	3	96	101	105	100	11	9	111
CCc1ccc(NS(=O)(=O)c2cc3c4c(c2)CCN4C(=O)CC3)cc1	-1	103	94	108	97	13	-5	101
CCOc1ccc(OCc2ccc(C(=O)N3CCCCC3)o2)cc1	7	.	94	90	103	0	-8	120
CC(=O)Nc1cccc(OCC(=O)/C=C2\N(C)c3ccccc3C2(C)C)c1	3	91	110	97	100	-3	1	92
COc1cc(OC)c(C2=Nc3ccc(Br)cc3C(c3ccccc3)N2CC(=O)NN)cc1OC (stereo unspecified)	5	101	97	102	100	5	3	106
CC(C)CCNC(=O)CN(C)S(=O)(=O)c1cccc2nsnc12	1	96	93	95	93	5	-7	94
COc1ccccc1CC(=O)Nc1ccc2c(c1)CCC2	-1	83	101	94	92	5	7	94
COc1ccc(C(=O)COC(=O)CNC(=O)c2ccc(Cl)cc2Cl)c(OC)c1	-1	108	111	117	103	4	3	101
COc1ccc(OCC(=O)Nc2nonc2NC(=O)COc2ccc(OC)cc2)cc1	1	102	94	101	95	-8	6	97
CCn1c(SCC(=O)c2c(N)n(C)c(=O)n(C)c2=O)nnc1-c1ccccc1	1	90	95	90	92	-5	9	100
COc1cc(NC(=O)CN(C)C2CCCCC2)c(C)cc1[N+](=O)[O-]	2	109	103	113	105	1	-2	101
Cn1c(=O)c2c(nc(NCc3cccnc3)n2Cc2ccccc2Cl)n(C)c1=O	1	101	98	107	106	12	-2	107
Cc1ccc(OCCNS(=O)(=O)c2cccs2)cc1	3	89	106	98	100	-1	1	101
CCNC(=O)OCC(CC)NC(=O)OCC(C)C (stereo unspecified)	-2	101	99	100	99	1	1	105
Nn1cnnc1SCC(=O)Nc1ccc2c(c1)OCO2	8	111	100	107	99	-8	4	99
Cc1ccc(SC(C)C(=O)Nc2ccncc2)cc1 (stereo unspecified)	-1	103	105	.	99	4	1	100
COc1ccc(S(=O)(=O)N2CCN(c3ccccc3OC)CC2)cc1	1	109	105	105	107	-8	9	114
Cc1cc(CSc2ccccc2)ccc1NC(=O)c1ccc(CN2CCOCC2)cc1	-6	97	99	98	97	14	-3	101
Cc1cc(C)n2nc(C(=O)Nc3nnc(C4CC4)s3)nc2n1	11	83	84	88	90	4	-2	94
Cc1cccc(/C=C2\Sc3ccc(C(=O)NCC4CCCO4)cc3N(C)C2=O)c1 (stereo unspecified)	3	97	101	96	95	5	-3	98

Full records as entered above. Screens in order: AHR activator	CIT2 TOR yeast	LAP4 TOR yeast	AGP1-GFP MLPCN	RPL19A TOR yeast	proCasp7 act	proCasp3 act	MEP2 TOR yeast
Listed for `COc1ccccc1CC(=O)Nc1ccc2c(c1)CCC2` : -1	83	101	94	92	5	7	94
Listed for `Cc1cccc(/C=C2\Sc3ccc(C(=O)NCC4CCCO4)cc3N(C)C2=O)c1` (stereo unspecified) : 3	97	101	96	95	5	-3	98
Listed for `CC(=O)Nc1cccc(OCC(=O)/C=C2\N(C)c3ccccc3C2(C)C)c1` : 3	91	110	97	100	-3	1	92
Listed for `CCNC(=O)OCC(CC)NC(=O)OCC(C)C` (stereo unspecified) : -2	101	99	100	99	1	1	105

The listing picks up, starting 2 compounds before the break.
SMILES	AHR activator	CIT2 TOR yeast	LAP4 TOR yeast	AGP1-GFP MLPCN	RPL19A TOR yeast	proCasp7 act	proCasp3 act	MEP2 TOR yeast
Cc1cc(C)n2nc(C(=O)Nc3nnc(C4CC4)s3)nc2n1	11	83	84	88	90	4	-2	94
Cc1cccc(/C=C2\Sc3ccc(C(=O)NCC4CCCO4)cc3N(C)C2=O)c1 (stereo unspecified)	3	97	101	96	95	5	-3	98
COc1ccc([N+](=O)[O-])cc1NC(=O)CCCOc1ccccc1	-1	86	100	92	91	9	-1	102
CCOc1ccc(-n2c(-c3ccc(Br)cc3)c[n+]3c2CCCCC3)cc1	1	110	102	104	103	-2	3	101
CCOC(=O)C1(Cc2ccc(O)cc2)NC(c2ccccc2F)C2C(=O)N(C)C(=O)C21 (stereo unspecified)	1	.	95	111	103	9	0	105
COC(=O)N/N=C/c1cc(C)n(-c2ccccc2)c1C	42	97	103	100	104	-4	11	106
O=c1c2[nH]c3cccc(Cl)c3c2ncn1Cc1ccncc1	84*	104	104	104	103	-8	6	106
CCN(CC(=O)NCc1cccs1)S(=O)(=O)c1ccc([N+](=O)[O-])cc1	0	105	136	109	101	-9	0	109
COc1ccc(C2=NN(C(=O)CSc3nc(=O)n4cc(C)ccc4n3)C(c3ccc(C)cc3)C2)cc1 (stereo unspecified)	0	102	103	101	100	4	5	106
O=C(CC1NCCN(Cc2ccccc2)C1=O)Nc1ccc(Cl)cc1 (stereo unspecified)	0	96	97	97	95	2	14	99
COCCNC(=O)COC(=O)c1[nH]c(C)c(C(C)=O)c1C	7	89	97	93	94	0	-3	97
CC(C)C[C@H]1CN=C(N(C)C)N1CCc1cccc(F)c1	1	86	95	94	98	3	8	99
O=C(NCCc1ccncc1)c1ccc2nc(Cc3cccc(Cl)c3)oc2c1	4	.	86	97	109	7	6	116
COCCNC(=O)CSc1nc(N)c(NC(=O)c2ccccc2F)c(=O)[nH]1	8	91	89	91	98	-9	6	108
Cc1sc2ncnc(NCCCn3ccnc3)c2c1C	127*	98	110	103	105	-2	6	101
CC(=O)c1ccc(OCCCOc2cccc3cccnc23)cc1	.	102	93	97	102	.	.	105
COc1ccc(S(=O)(=O)Nc2nnc(C(C)C)s2)cc1	-1	.	90	105	99	1	-2	99
O=C(NNC(=O)c1ccccc1Cl)c1ccco1	-3	101	107	108	98	-2	5	107
Cc1c(C=O)c2ccccc2n1CC(=O)NCc1ccccc1	0	90	100	96	100	5	-10	100
COC(=O)CCC(=O)OC1(C)C(=O)C=C2C=C(C3CC3)N(C(CO)CO)C=C2C1=O (stereo unspecified)	2	101	105	90	95	-10	13	92
CC(=Nc1ccccc1C)C1=C(O)CSC1=O	3	65	88	73	110	-10	5	95
CCOC(=O)COc1ccc2cc(C(=O)OCC)c(=O)oc2c1	0	114	111	105	105	10	-2	112
CCOC(=O)C1=C(CS(=O)(=O)c2ccc(F)c(C)c2)NC(=O)NC1c1ccc(O)c(O)c1 (stereo unspecified)	-2	98	101	104	102	3	-4	104
CCCCn1c(=O)c(C(=O)OCC)c(O)c2ccccc21	-1	88	121	101	93	-10	3	96
Cc1ccc(NC(=O)CN(C)Cc2ccc(Cl)cc2)cc1	0	110	96	81	100	2	11	62
CN(C(=O)c1ccccc1)C1c2c(ccc3ccccc23)OCC1CO (stereo unspecified)	1	106	94	100	101	-1	-2	102
CCn1c(SCC(=O)OC)nnc1-c1ccccc1	-1	100	98	.	91	1	-2	94
O=c1c2[nH]c3ccc(F)cc3c2ncn1CC1CCCO1 (stereo unspecified)	6	95	110	100	95	8	2	91
COC(=O)c1c(C)oc(C)c1S(=O)(=O)N1CCCCC1	0	95	108	100	91	9	6	100
CSCCC1NC(=O)N(CC(=O)Nc2c(C(C)C)cccc2C(C)C)C1=O (stereo unspecified)	-1	100	95	98	106	0	0	100
Cc1ccc(S(=O)(=O)CCC(=O)Nc2ccc(F)cc2)cc1	3	107	102	103	99	6	-1	100
CC(C)CC1Nc2ncnc(N3CCN(c4ccccn4)CC3)c2N(Cc2ccccc2)C1=O (stereo unspecified)	0	106	108	111	106	9	8	104
CSc1ccc2nnc(-c3cccc(F)c3)n2n1	1	100	102	.	99	-5	4	96
COc1ccc(S(=O)(=O)NC(CC(=O)O)c2ccco2)cc1 (stereo unspecified)	0	102	92	96	98	2	-5	106
O=C(NCc1ccco1)C1CCN(S(=O)(=O)c2cccc([N+](=O)[O-])c2)CC1	0	105	91	105	106	5	2	106
Cc1ccc(S(=O)(=O)N(CC(O)CN2CCCC2)c2ccccc2)cc1 (stereo unspecified)	-1	102	89	94	98	8	12	99
Cc1c(Cl)cccc1NS(=O)(=O)c1cccc2nsnc12	5	87	110	89	94	-11	-4	99
Oc1oc(-c2ccccc2)nc1/C=N/c1ccccn1	14	81	101	88	93	-5	-8	90
Cc1ccc(-c2csc(N3CCC(NS(=O)(=O)c4ccc5c(c4)OCCO5)CC3)n2)cc1	10	84	97	97	97	-6	1	102

Screening results as filed in PubChem BioAssay.
